Ub-GFP proteasome – Ubiquitin-GFP Assay; 67,000 tested, under 10 active; AID 526, 2006; Potency, µM (top dose mostly 45.9 µM), for the others: top-dose activation (GFP accumulation), usual class: activators; Ubiquitin-GFP reporter cells, proteasome inhibition, GFP fluorescence; response scale: untreated = 0%, 10 µM MG-132 = 100%; active = well fitted activation curve with a large enough effect, not every such curve was filed as active; inconclusive = small, poorly fitted or top-dose-only effect, or another doubt; inactive = no such curve, though single readings can be large or run the other way; also: potency is read from the fitted curve at half-maximal effect
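U2OS cells stably expressing ubiquitin(G76V)-GFP, seeded overnight in 0.5% FBS medium, were exposed to compounds (qHTS, 46 uM to 2.9 nM) for 4 hr at 37 °C. GFP-positive cells were counted by laser cytometry (488 ex/515 em), normalized between basal and 10 uM MG-132.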
Hsp90 Hop PPI – qHTS Assay for Disrupters of an Hsp90 Co-Chaperone Interaction; Hsp90 C-terminal peptide / TPR2A (Hop) interaction, human; AlphaScreen TPR2A-His6 binding biotin-Hsp90 C-terminal peptide; Potency, µM (highest dose often 57 µM), for the others: top-dose activity change, negative = inhibition; 71,000 compounds, 0.44% hits; active = well fitted curve in either direction with a large enough effect; inconclusive = small, poorly fitted or top-dose-only effect, or another doubt; also: potency is read from the fitted curve at half-maximal effect; % is scaled to controls: 0 for no effect and ±100 for the full control effect; many of its hits are not listed in these tables
Luciferase inh – qHTS Assay for Inhibitors of Firefly Luciferase; Luciferin 4-monooxygenase (Photinus pyralis), P08659; purified firefly luciferase, luminescence, 8 min; Potency, µM (highest dose often 57.1 µM), inactives show at the top dose activity change, negative = inhibition, most hits filed as inhibitors; 72,000 compounds, 2.2% hits; also: potency is read from the fitted curve at half-maximal effect; % is scaled to controls: 0 for no effect and ±100 for the full control effect; nearly all actives have a fitted effect of over 40% in size
Target sequence (P08659 whole entry, looked up): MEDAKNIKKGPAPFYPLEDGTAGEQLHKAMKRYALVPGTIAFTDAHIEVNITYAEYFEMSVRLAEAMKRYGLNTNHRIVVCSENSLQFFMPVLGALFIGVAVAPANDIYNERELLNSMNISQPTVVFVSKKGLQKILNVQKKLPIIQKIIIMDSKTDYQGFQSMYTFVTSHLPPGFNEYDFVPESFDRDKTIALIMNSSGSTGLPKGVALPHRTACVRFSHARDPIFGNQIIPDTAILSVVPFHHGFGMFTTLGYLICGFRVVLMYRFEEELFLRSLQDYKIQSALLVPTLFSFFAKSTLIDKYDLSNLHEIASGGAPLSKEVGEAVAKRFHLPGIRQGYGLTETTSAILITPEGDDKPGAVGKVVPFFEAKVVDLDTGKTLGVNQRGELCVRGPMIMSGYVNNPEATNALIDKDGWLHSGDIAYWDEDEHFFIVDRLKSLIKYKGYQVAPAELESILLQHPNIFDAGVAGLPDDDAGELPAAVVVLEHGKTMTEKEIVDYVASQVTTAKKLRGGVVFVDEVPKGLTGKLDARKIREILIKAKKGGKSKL
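Here, luciferase activity is measured as luminescence following an 8 min room-temperature reaction at 10 uM ATP, pH 7.2. Every library sample is titrated.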
Fluorescein autfl – qHTS Assay for Spectroscopic Profiling in Fluorescein Spectral Region. max fluorescein-equivalent concentration, M. Compound autofluorescence, 480/540 nm, fluorescein-equivalent; active compounds read high. 59,000 compounds, 0.91% hits; in the data active = max fluorescein-equivalent concentration above about 10 nM; inconclusive = between about 1.1 nM and that limit
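Tris 100 mM pH 8.0; 15 min RT; CCD read, ex 480/em 540 nm. Output: fluorescein-equivalent concentration per compound concentration, from six-point dye series on each plate.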
TexasRed autofl – qHTS Assay for Spectroscopic Profiling in Texas Red Spectral Region; Compound fluorescence, Texas Red channel, 547/618 nm; active compounds read high; max dye-equivalent concentration, M; 59,000 compounds, 0.06% hits; AID 587, 2007; in the data active = max dye-equivalent concentration above about 10 nM; inconclusive = between about 1.1 nM and that limit
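Compound fluorescence was read after 15 min at room temperature in 100 mM Tris, pH 8.0, using 547 nm excitation and 618 nm emission across a concentration series. It was expressed as Texas Red dye-equivalent concentration from an on-plate standard curve.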
HBB splicing – qHTS Assay for Modulators of Hemoglobin Beta Chain Splicing; HBB splicing reporter cell assay, activation; EGFP reporter with mutant IVS2-654 intron; response scale: normalised to 500 nM splice-correcting PNA; Potency, µM (highest dose often 46.1 µM), for the others: at the highest dose activation, usual class: activators; 65,000 compounds, 0.06% hits; also: potency is read from the fitted curve at half-maximal effect; 0% is about no effect
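HeLa cells stably expressing EGFP interrupted by mutant beta-globin intron 2 (IVS2-654), 500/well in 2% FCS. Treated with compound for 2 days at 37C. Splicing correction scored as total well GFP intensity (488 nm excitation, 500-520 nm emission); 500 nM antisense PNA served as control.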
A350 fluor – qHTS Assay for Spectroscopic Profiling in A350 Spectral Region; Compound autofluorescence, 340/450 nm, Alexa 350 dye-equivalents; active compounds read high; max dye-equivalent concentration, M; 59,000 compounds, 11% hits; in the data active = max dye-equivalent concentration above about 10 nM; inconclusive = mostly about 1.1 nM to 9.6 nM
4MU fluor – qHTS Assay for Spectroscopic Profiling in 4-MU Spectral Region; compound autofluorescence, 340/450 nm, 4-MU equivalents; active compounds read high; max dye-equivalent concentration, M; 59,000 compounds, 11% hits; in the data active = max dye-equivalent concentration above about 10 nM; inconclusive = mostly about 1.1 nM to 9.6 nM
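Intrinsic fluorescence at 340/450 nm (ex/em) was read after 15 min at room temperature in pH 8.0, 100 mM Tris. Each compound concentration expressed as 4-MU-equivalent concentration from a six-point 4-MU standard series on each plate.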
Epigenetic mod – qHTS Assay for Epigenetic Modulators | mouse C127i GFP locus derepression, cytometry, 30 h | Potency, µM (highest dose often 46.1 µM), for inactives: at the top dose GFP derepression (activation) | 68,000 compounds, 0.09% hits | AID 597, 2007; also: % of control where 0% means no effect
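Read-out is the number of GFP-positive cells, scored as fluorescent objects 20 to 120 um wide, reflecting derepression of a silenced CMV-GFP reporter in murine C127i cells after 30 h compound exposure at 37 C.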
CRE Fsk mod – Cell signaling CRE-BLA (Fsk stim) | CHO CRE-bla reporter (cAMP response element driving beta-lactamase), forskolin EC10, beta-lactamase ratio | Potency, µM (top dose mostly 38.2 µM), for the others: at the highest dose activity change, negative = inhibition, usual class: activators | 71,000 compounds, 2.5% hits | AID 662, 2007; active = well fitted activation curve with a large enough effect in the signal ratio, with a control signal flat, not every such curve was filed as active; inconclusive = small, poorly fitted or top-dose-only effect, or effect the other way, or a change in a side signal; the % refers to the signal ratio; also: potency is read from the fitted curve at half-maximal effect; % of control where 0% means no effect
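The 460nm/530nm emission ratio after CCF4 loading defined %Activity, from which AC50 values were obtained. CRE-bla CHO cells received compound dilution series together with an EC10 level of NKH 477 for 3 hours at 37 degrees Celsius.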
ERK AVP block – qHTS Assay for Inhibitors of the ERK Signaling Pathway using a Homogeneous Screening Assay. HEK293-V1b, vasopressin-stimulated pERK AlphaScreen. Potency, µM (series often up to 57.5 µM), for the others: at the top dose activity, negative = inhibition, most hits filed as inhibitors. 72,000 compounds, 0.99% hits. AID 995, 2007; also: potency is read from the fitted curve at half-maximal effect; % is scaled to controls: 0 for no effect and ±100 for the full control effect; nearly all actives have a fitted effect of over 55% in size
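V1b-HEK293 cells; cpd 30 min 37C; 25 nM vasopressin 5 min; lyse 10 min; AlphaScreen beads 5 hr RT. Normalized to DMSO basal and 25 nM vasopressin; AC50 by Hill fit.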
* = called active by the depositor; i = inactive; ? = inconclusive; / = no result given; [ ] = another dose, or the depositor's remark. Unless noted, calls follow the shape of the dose curve; as a rule, active = well fitted curve in the direction sought with a large enough effect; inconclusive = small, poorly fitted or top-dose-only effect, or another doubt; inactive = no such curve, though single readings can be large; an effect the other way counts as inactive or inconclusive.

SMILES	Ub-GFP proteasome	Hsp90 Hop PPI	Luciferase inh	Fluorescein autfl	TexasRed autofl	HBB splicing	A350 fluor	4MU fluor	Epigenetic mod	CRE Fsk mod	ERK AVP block
C=CCn1c(SCc2nc3ccccc3[nH]2)nnc1-c1ccncc1	-3%	-6%	-1%	?	i	-0.1%[57.5 µM]	1.5e-08M*	1.2e-08M*	2%	?	-13%
CCN1CCN(c2ncc(C(=O)Nc3cc(Cl)ccc3OC)c3ccccc23)CC1	-11%	-5%	4%	i	i	-1.6%	?	?	2%	-7%	15%
Cc1occc1C(=O)Nc1cccnc1	-3%	-5%	2%	i	i	1.6%	i	i	0%	-8%	10%
COc1cc(-c2nc3cnccc3n2C)cc(OC)c1OC	-3%	-1%	2%	?	i	/	i	i	-2%	?	-12%
CC(=O)Oc1ccccc1C(=O)Oc1ccc(/C=N/n2cnnc2)cc1	1%	-2%	-10%	/	/	1.0%	/	/	2%	?	-5%
CC(=O)c1ccc(OCCCC(=O)OCC(=O)N2CCN(c3ccccc3)CC2)cc1	0%	-2%	1%	?	?	0.2%[57.5 µM]	i	i	-3%	-8%	19%
O=c1cc(N2CCc3ccccc3C2)[nH]c(=O)n1Cc1ccc(F)cc1	-7%	-3%	2%	i	i	-0.2%	i	i	2%	?	-6%
CC1(C(=O)CSc2nc3ccccc3s2)CCC(=O)O1 (stereo unspecified)	/	/	0%[25.5 µM]	i	i	/	i	i	-3%[20.6 µM]	/	/
Cc1ccc2c(c1)[C@H]1OCC[C@H]1[C@@H](c1ccncc1)N2	1%	-4%	3%	/	/	-1.2%	/	/	-4%	4%	-2%
CC(=O)c1c(N)nc2n(c1=O)CCCCC2	/	/	0%[25.5 µM]	?	i	/	i	i	-4%[20.6 µM]	/	/
CSc1nc2c(c(=O)n1Cc1ccccc1)SC(C)C2 (stereo unspecified)	4%	-2%	-1%	i	i	-4.0%	i	i	-3%	?	0%
CCOC(=O)Cc1csc(NC(=O)c2cnc3scc(C)n3c2=O)n1	6%	-2%	-2%	i	i	-0.1%	1.5e-08M*	1.6e-08M*	1%	1%	-7%
COc1ccc2cc(C(c3nnnn3C(C)(C)C)N3CCc4ccccc4C3)c(=O)[nH]c2c1 (stereo unspecified)	2%	-2%	-7%	?	i	-0.2%[57.5 µM]	2.5e-08M*	1.8e-08M*	3%	?	0%
C=CCn1c(C)cc(C(=O)CSc2nnc(-c3cccc(S(=O)(=O)N(CC)CC)c3)o2)c1C	-5%	-4%	-2%	?	i	-0.2%[57.5 µM]	i	i	0%	?	?
Cn1cc(-c2nc3cncnc3n(Cc3ccccc3Cl)c2=O)c2ccccc21	0%	29%	-4%[11.4 µM]	?	i	9.3%	?	?	0%[9.22 µM]	?	6%
Cc1[nH]c(=O)[nH]c(=O)c1S(=O)(=O)N1CCCC(C(=O)NCCc2ccccc2)C1 (stereo unspecified)	5%	-1%	3%	?	i	-0.6%	i	i	0%	-4%	6%
COc1ccc(-c2[nH]c(-c3cccc(OC)c3)nc2SCC(=O)NCc2ccco2)cc1	-9%	?	2%	/	/	-0.5%	/	/	0%	10%	?
COc1cc(OC)cc(-c2nnc(SCC(=O)N3c4ccccc4Sc4ccccc43)o2)c1	0%	-3%	0%	i	i	2.0%	i	i	3%	-2%	0%
COc1cccc(Nc2ncc3nc(-c4cccs4)c(=O)n(C[C@H]4CCCO4)c3n2)c1	-2%	23%	1%[11.4 µM]	4.2e-08M*	i	1.6%	i	i	-5%[9.22 µM]	?	38%[activator]
COc1ccc2nc3oc(C(=O)NCc4cccs4)cc3cc2c1	22%	0%	-1%	i	i	-0.5%	2.6e-07M*	2.8e-07M*	0%	?	6%
Cn1c(=O)c(=O)n(C)c2cc(S(=O)(=O)N3CCC(Cc4ccccc4)CC3)ccc21	-9%	-2%	1%	i	i	0.8%	i	i	4%	-12%	20%
COC(=O)c1ccc(Cn2cnc3c(sc4nc(N5CCOCC5)c5c(c43)CCCC5)c2=O)o1	/	/	1%[25.5 µM]	?	i	/	2.6e-08M*	2.7e-08M*	4%[20.6 µM]	/	/
COCC(=O)Nc1nc2n(n1)C(c1ccccc1)CC(c1ccc(OC)cc1)N2 (stereo unspecified)	/	?	0%	i	i	-0.6%[0.369 µM]	1.8e-08M*	1.4e-08M*	6%	?	-13%
CN(C)Cc1ccccc1-c1cncnc1NCc1ccccc1	10%	1%	-2%[2.29 µM]	i	i	0.4%	i	i	8%[9.22 µM]	-9%	-7%
CCc1ccc(NC(=O)CS(=O)CC(=O)NCC2OCCc3ccccc32)cc1 (stereo unspecified)	-6%	-1%	1%	?	i	/	i	i	-2%	-6%	-11%
COc1ccccc1CNc1ncnc2ccc(-c3c(C)noc3C)cc12	-3%	-5%	2%[2.29 µM]	?	i	0.4%	i	i	-1%[9.22 µM]	?	-14%
Cc1cccc2cc(C(c3nnnn3Cc3ccccc3)N3CCN(c4ccccc4)CC3)c(=O)[nH]c12 (stereo unspecified)	-4%	-4%	-4%	i	i	0.1%[57.5 µM]	?	i	-2%	-4%	?
O=C(c1ccco1)N1CCC2(CC1)CN(Cc1cc(C(F)(F)F)cc(C(F)(F)F)c1)C2	-9%	-1%	1%[11.4 µM]	i	i	-1.3%	i	i	0%[9.22 µM]	4%	-22%
CCn1c2ccccc2c2cc(C3N=C(N)Nc4nc5ccccc5n43)ccc21 (stereo unspecified)	4%	-5%	-4%	i	?	0.0%	?	i	-2%	2%	-2%
COc1cccc(C(c2nnnn2Cc2ccc(F)cc2)N2CCC(C(N)=O)CC2)c1OC (stereo unspecified)	-4%	-5%	1%	?	i	-4.7%	?	i	-1%	?	-26%
CC(C)OC(=O)CC1=NC(=O)CS1	/	/	2%[25.5 µM]	i	i	/	i	i	2%[20.6 µM]	/	/
CCCC(=O)NCCCCNC(=O)CCC	2%	-3%	1%	/	/	-0.1%[9.22 µM]	/	/	4%	2%	-17%
CCOCc1nc(N)[nH]c(=O)c1Cc1ccc(OC(C)C)cc1	/	/	1%[25.5 µM]	?	i	/	i	i	0%[20.6 µM]	/	/
O=C1OC(c2ccc(O)c(-c3ccccc3)c2)(c2ccc(O)c(-c3ccccc3)c2)c2c(Cl)c(Cl)c(Cl)c(Cl)c21	5%[9.17 µM]	-2%[11 µM]	3%[11.4 µM]	?	i	1.4%[9.22 µM]	i	i	0%[9.22 µM]	6%[7.6 µM]	-3%[11.5 µM]
COc1cccc(-c2nccc(NCc3ccccc3OC)n2)c1	-3%	2%	-4%[2.29 µM]	?	i	-0.6%	i	i	-2%[9.22 µM]	16%	?
Cc1cc(C(=O)CSc2nnnn2-c2ccc(Cl)cc2)c(C)n1CC1CCCO1 (stereo unspecified)	2%	-1%	0%	?	?	-0.5%	i	i	0%	-7%	12%
CC(=O)C1=C(O)C(=O)N(c2ccc(Br)cn2)C1c1ccccc1F (stereo unspecified)	/	/	3%[25.5 µM]	i	i	/	1.1e-08M*	1e-08M*	-2%[20.6 µM]	/	/
O=C(CN(CC(=O)N1CCOCC1)S(=O)(=O)c1ccc(Br)s1)N1CCOCC1	-6%	-1%	-2%	i	i	-0.4%	i	i	1%	3%	-3%
Oc1ccccc1CNn1cnnc1	/	/	3%[25.5 µM]	?	i	/	i	i	0%[20.6 µM]	/	/
COc1cccc(Cn2c(=O)c(-c3cccs3)nc3cnc(N4CCN(C)CC4)nc32)c1	25%	14%	0%[11.4 µM]	?	i	?	?	?	3%[9.22 µM]	?	57%[activator]
Cc1c(NC(=O)c2cc(C(C)C)on2)c(=O)n(-c2ccccc2)n1C	-3%	-2%	0%	i	i	-4.6%	i	i	0%	?	11%
OCCCNCc1ccncc1	-5%[9.17 µM]	-2%[11 µM]	3%[11.4 µM]	?	i	-0.8%[9.22 µM]	i	i	2%[9.22 µM]	-7%[7.6 µM]	3%[11.5 µM]
COc1ccc(C2(O)CC3CCC(C2)N3c2cc(C)nc(-c3ccccc3)n2)cc1 (stereo unspecified)	6%	3%	-4%	i	i	-0.1%[57.5 µM]	i	i	1%	1%	1%
COc1ccccc1NC(=O)CSc1nccc(=O)[nH]1	0%	1%	-4%	i	i	-0.2%	1.1e-07M*	1.2e-07M*	0%	0.5µM*	-13%
CC(C)C(OC(=O)c1ccco1)C(=O)NC1CCCCC1 (stereo unspecified)	5%	1%	-3%	i	i	/	i	i	-2%	1%	-10%

Screening results as filed in PubChem BioAssay.

This is a subset; the hit share may differ from the screen's.
